Shn3 inh set2: inhibitors of Schnurri-3 3'UTR reporter in osteoblasts | Clone20 osteoblast Shn3 3'UTR firefly luciferase, 24 h | inhibition, % at 12.5 µM | actives 0.52% (n = 360,000);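 active = mean inhibition of at least 75% with every replicate also reaching 75%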;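 also: 0% = median of neutral control wells and 100% = pilot-screen positive control compound; some compounds past the cut are filed as inactive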
HIF-2a inh: HIF-2a inhibition; inhibition, % at 18.8 µM; AID 624352; actives 0.72% (n = 360,000); 786-0 RCC cells HIF-2a reporter, luciferase luminescence, overnight;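 active = inhibition of the luminescence signal of 40% or more relative to plate controls, in a single-dose primary screen at 18.75 µM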
KKLEB tox: CF airway cell cytotoxicity counter-screen. actives 0.36% (n = 360,000). KKLEB CF airway cells viability, ATPlite luminescence, overnight; hits give low values; cells stimulated with P. aeruginosa culture filtrate. activity change (cytotoxicity), % at 5 µM;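 active = corrected activity change at or below -50% at 5 µM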
Peg3 prom inh: inhibitors of Peg3 promoter | HeLa PEG-Prom luciferase reporter, luminescence, overnight | inhibition, % at 20 µM | actives 1.7% (n = 360,000);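 active = inhibition of at least 50% at 20 µM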
NR2E3 ag-1: human photoreceptor-specific nuclear receptor agonism. actives 0.35% (n = 360,000). AID 602229. Q9Y5X4. CHO-S Gal4-NCOR/VP16-NR2E3 two-hybrid, luciferase. inhibition of corepressor binding, % at 3.98 µM;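 active = inhibition above the mean of all tested compounds plus 3 SD, cut at about 70% in these data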;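 also: 0% = DMSO with NR2E3 transfected cells and 100% = cells lacking NR2E3 construct; higher means lower luciferase signal from less NR2E3 corepressor binding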
Target sequence (Q9Y5X4 whole entry, looked up, the tested form may be a part): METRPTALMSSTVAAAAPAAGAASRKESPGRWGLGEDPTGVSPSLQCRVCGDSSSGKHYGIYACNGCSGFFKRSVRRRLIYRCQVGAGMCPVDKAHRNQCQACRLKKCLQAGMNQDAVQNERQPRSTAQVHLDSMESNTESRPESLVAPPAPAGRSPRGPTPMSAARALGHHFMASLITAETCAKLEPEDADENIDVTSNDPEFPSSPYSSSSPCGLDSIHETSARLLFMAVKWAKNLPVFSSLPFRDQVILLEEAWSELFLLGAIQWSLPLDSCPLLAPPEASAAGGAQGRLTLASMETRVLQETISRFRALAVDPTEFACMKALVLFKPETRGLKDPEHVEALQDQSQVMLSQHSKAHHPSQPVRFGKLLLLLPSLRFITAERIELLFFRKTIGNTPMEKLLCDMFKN
CF NFkB block: cystic fibrosis NF-kB activation inhibition | KKLEB NF-kB-GFP reporter, PAF-induced, GFP fluorescence overnight | inhibition, % at 5 µM | actives 0.86% (n = 360,000) | AID 588850;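 active = at least 50% inhibition at 5 µM, scaled per plate between neutral and stimulator controls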;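 also: PAF is a Pseudomonas aeruginosa culture filtrate used as stimulus; plate controls were PAF-stimulated DMSO wells for no effect and unstimulated DMSO wells for full effect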
MITF TRPM1 inh: inhibitors of MITF-driven TRPM1 promoter in melanoma cells; SK-MEL-5 TRPM1 promoter luciferase, 24 h; inhibition, % at 12.5 µM; actives 0.83% (n = 330,000); AID 488899;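 active = mean inhibition across replicates of 60% or more, whatever share of single replicates reaches that level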; also: values of inactives mirror those of a sister screen read the other way
C8 TRAIL sens: sensitizes caspase-8 expressing cells to TRAIL; actives 1% (n = 360,000); NB7+C8 cells + TRAIL, ATPlite viability luminescence; inhibition (viability loss, TRAIL sensitization), % at 10 µM; AID 624354;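 active = compounds causing at least 50% loss of cell viability in the single-dose screen, relative to plate controls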
LMP1 NFkB inh: reduces LMP1-driven NF-kappaB luciferase signal; AID 504558; LMP1-induced NF-kappaB luciferase reporter cells, luminescence; inhibition, % at 12.5 µM; actives 0.69% (n = 350,000); in the data active = inhibition above about 41%;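 also: 0% = neutral control wells and 100% = reference inhibitor control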
iPSC survival up: enhancers of human iPSC single-cell survival; hiPSC single-cell survival, ATPlite luminescence; 100% = ROCK inhibitor wells, 0% = DMSO; survival enhancement, % at 20 µM; actives 0.044% (n = 360,000); in the data active = survival enhancement above about 18%;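 also: cells exposed to compounds for 16 hours before the ATP read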
NR2E3 ag-2: agonists of human nuclear receptor NR2E3 | GST-NR2E3/biotin-RetCOR TR-FRET, 1536-well | inhibition of corepressor binding, % at 4.78 µM | actives 0.12% (n = 320,000) | AID 2300;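 active = percent inhibition above the cutoff of mean plus 3 SD of all tested compounds, set per screening campaign, cut at about 20% in these data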;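 also: 0% = DMSO wells and 100% = biotin wells as full block of FRET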
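System: GST-tagged NR2E3 plus biotinylated RetCOR corepressor; Amount: 1.35 nM GST-tagged NR2E3 final; Dosing: single nominal compound dose of 4.8 µM; Schedule: 5 h incubation at 4 °C; Technique: TR-FRET with europium anti-GST and streptavidin-D2, 340 nm excitation; Controls: biotin wells as high control, 0.6% DMSO wells as low control.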
Active calls of the source: *; · = no result given. These rows are one share of the data. The share of hits here may be higher or lower than overall.

structure,Shn3 inh set2,HIF-2a inh,KKLEB tox,Peg3 prom inh,NR2E3 ag-1,CF NFkB block,MITF TRPM1 inh,C8 TRAIL sens,LMP1 NFkB inh,iPSC survival up,NR2E3 ag-2
COc1cc(NC(=O)c2ccc(S(=O)(=O)N(C)c3ccccc3OC)cc2)cc(OC)c1,2,10,7,26,-43,-20,18,6,-12,-3.0,·
COc1ccc(CC(=O)Nc2c(C(N)=O)oc3ccccc23)cc1OC,8,11,-12,12,-3,5,7,5,8,-0.1,8
NC(=O)NCC12CC3CC(CC(C3)C1)C2,2,5,2,-3,-8,4,-7,2,-15,7.9,0
CC(=O)Nc1ccc(NC(=O)CSc2nc3ccccc3nc2N2CCCCC2)cc1,3,-9,6,13,1,-13,3,-3,-6,-0.3,5
CC(=O)Nc1ccc(S(=O)(=O)N2CCN(c3nc(NC4CCCC4)c4ccccc4n3)CC2)cc1,15,6,-8,85*,5,14,24,3,-4,-2.3,4
Cc1ccc(-n2c(SCC(=O)N/N=C/c3ccc(C)s3)nnc2-c2ccccc2)cc1,-1,15,-2,17,18,4,1,-10,-6,-0.2,-5
Cc1ccc(NC2=NCC(=O)N2Cc2ccc3c(c2)OCO3)cc1,1,-17,2,-19,-4,8,-8,3,-2,4.3,2
COc1ccccc1Nc1nc2nonc2nc1N1CCC(C)CC1,9,-4,-8,2,9,-17,-4,-3,0,4.0,1
CC(C)N(CCCNC(=O)Cn1ncc2c([nH]c3ccccc32)c1=O)Cc1ccccc1,-38,19,-9,-1,-4,5,10,5,-22,-0.3,-5
COc1ccccc1NS(=O)(=O)c1cc(NC(=O)CC(C)(C)C)ccc1N1CCOCC1,4,10,-10,4,12,15,1,-4,-1,-0.8,-5
Cc1ccc(C(=O)Nc2nc(-c3ccccn3)cs2)o1,34,-78,1,-12,-18,11,5,-3,20,-0.4,2
COc1ccc(C2=NN(C(=O)c3cccs3)C(c3ccc(OC)cc3)C2)cc1 (stereo unspecified),-1,-34,8,-15,-11,0,0,-4,-4,-2.2,0
CC12CN3CC(C)(CN(C1)C3c1ccc([N+](=O)[O-])o1)C2=O (stereo unspecified),-20,11,-7,16,-20,25,-1,1,-13,-1.3,0
CCn1c(SCC(=O)Nc2nc3ccc(OC)cc3s2)nnc1-c1ccoc1C,-28,-160,4,-84,-44,7,-32,21,-9,0.3,1
O=C(NCCCN1CCOCC1)c1ccc(CS(=O)(=O)c2ccc(Br)cc2)o1,10,-8,2,9,-14,-17,3,14,6,0.3,3
CCOc1ccc(CCNC(=O)c2ccc3nc(N4CCOCC4)sc3c2)cc1OCC,-9,19,-1,10,-4,7,2,-8,6,0.3,0
COc1cccc(CC(=O)OCC(=O)NNC(=O)c2ccc([N+](=O)[O-])cc2)c1,3,1,-1,1,-34,-15,-13,-13,2,2.3,-1
Cc1c(Cl)ccc2sc(NC(=O)c3ccco3)nc12,-38,-258,-4,-368,-147,-15,·,-10,-41,1.7,3
Cc1cc(-c2ccccc2)nn1-c1nc2c(c(=O)[nH]c(=O)n2C)n1C,-5,14,-8,10,0,1,2,-13,9,0.7,1
CCc1nc2ccc(C(=O)NCC3CCCCC3)cn2c1N(C)C(=O)c1cccc(OC)c1,-9,9,-9,22,-23,-22,·,8,·,1.3,·

Continued:
structure,Shn3 inh set2,HIF-2a inh,KKLEB tox,Peg3 prom inh,NR2E3 ag-1,CF NFkB block,MITF TRPM1 inh,C8 TRAIL sens,LMP1 NFkB inh,iPSC survival up,NR2E3 ag-2
COc1ccc(Oc2ccc(C(F)(F)F)cc2NC(=O)c2ccc(OC)cc2)cc1,14,21,-13,6,-15,1,14,-2,-5,0.0,4
COc1cc(C2C3=C(CCCC3=O)OC3=C2C(=O)CCC3)ccc1OCC(=O)Nc1ccccc1,-5,9,9,-33,11,8,9,-15,2,-0.6,3
COc1cccc(CN2CC(C(=O)NC3CCCCCC3)CCC2=O)c1 (stereo unspecified),-10,-2,-7,26,0,13,6,-20,1,0.3,0
COC(=O)c1[nH]c2ccccc2c1NC(=O)C(C)N1CC(C)OC(C)C1 (stereo unspecified),10,-4,2,5,10,10,19,1,-10,0.8,-5
O=C(NCCc1ccccc1)c1ccc(-c2ccc(F)c(F)c2)c2ccoc12,-13,-153,9,-93,-38,-51,·,-5,·,1.8,·
O=C(NCc1ccc(Cl)c(Cl)c1)c1cc(C2CCCCN2C(=O)c2ccccc2)on1 (stereo unspecified),12,14,-15,15,1,25,·,9,·,-3.5,·
S=C(NCC1CCCO1)N1CCc2ccccc2C1 (stereo unspecified),-20,-26,10,-5,-9,-5,-2,-7,2,-0.4,1
COc1ccc(OC)c(/C=N/NC(=O)c2cc[n+](Cc3ccccc3)cc2)c1,-9,15,-7,13,-8,-5,5,-15,7,0.8,1
CCc1ccc(/C=N/NC(=S)NCCc2ccccc2)cc1,6,-11,7,23,25,1,11,-5,0,1.3,7
CCN(CC)C(=O)C1=C(C)Nc2nc3ccccc3n2C1c1cccc(OC)c1 (stereo unspecified),3,1,0,-7,-35,-3,7,-2,-10,0.5,5
O=C(NCC(c1ccco1)N1CCc2ccccc2C1)c1ccc(Cl)c([N+](=O)[O-])c1 (stereo unspecified),1,12,-1,12,-6,-20,0,-2,2,0.0,1
CSc1ccc(Cl)c(C(=O)Nc2ccc(C)cn2)c1,7,-67,-8,-36,-27,-10,1,-17,-4,-0.4,-5
CCN(CC)C(=O)CSc1nc2sc3c(c2c(=O)n1CCCOC)CCC3,12,17,-3,12,-16,9,0,5,-3,0.3,0
c1ccc(-n2c(SCC3CCCCO3)nnc2-c2cccs2)cc1 (stereo unspecified),19,18,-8,27,-15,0,6,0,-5,0.9,4
O=C(Cn1c(C(F)(F)F)nc2ccccc21)c1ccc(F)cc1,·,14,4,8,-24,2,2,0,8,-2.7,1
CC1=CC(=O)O[C@@H]1[C@@]1(C)C[C@H]2OC(=O)C[C@H]3[C@@H](C)C(=O)C(O)=C1[C@@]23CO,-5,2,-12,-5,-46,-17,-2,7,-13,1.7,-1
COC(=O)c1sc(S(=O)(=O)N2CCCCC2)c(C(=O)OC)c1C,-5,5,-1,11,-35,4,3,-15,5,-1.1,-3
S=C(NCc1ccccc1)NCC1COc2ccccc2O1 (stereo unspecified),3,-30,-7,6,1,-3,8,2,-5,-0.9,0
O=C(O)C1CC=CCC1C(=O)NNc1c(Cl)cc(Cl)cc1Cl (stereo unspecified),30,15,-1,-4,-16,2,-3,-4,1,0.0,2
COc1ccc(C(=O)OCC(=O)NC(C)CCc2ccccc2)c(OC)c1 (stereo unspecified),10,10,16,20,-5,-15,20,-2,20,0.6,-1

(more compounds)
structure,Shn3 inh set2,HIF-2a inh,KKLEB tox,Peg3 prom inh,NR2E3 ag-1,CF NFkB block,MITF TRPM1 inh,C8 TRAIL sens,LMP1 NFkB inh,iPSC survival up,NR2E3 ag-2
Cc1ccc(S(=O)(=O)NC2(C(F)(F)F)NC(=O)N(Cc3ccccc3)C2=O)cc1 (stereo unspecified),-18,6,-25,-13,15,26,-7,-2,-2,-0.3,-1
COC(c1ccccc1)c1nnc(CCC(=O)NC2C3CC4CC(C3)CC2C4)o1 (stereo unspecified),-10,-29,2,-22,-6,14,-6,0,5,3.5,4
N=C1C=CC(=C(c2ccc(N)cc2)c2ccc(N)cc2)C=C1,70,-33,-5,8,1,-23,55,24,17,-1.2,·
CCCCCCCOC(=O)C1=C(C)Nc2ncnn2C1c1cccs1 (stereo unspecified),49,22,3,17,8,-4,1,10,20,-2.0,3
C=CCNC(=O)C1CC2Cn3c(nc4cc(Cl)c(Cl)cc43)C2N1C (stereo unspecified),-24,-28,-8,-19,9,26,-12,-1,1,-1.8,-1
O=C1C2C3C=CC(CC3)C2C(=O)N1c1cccc(Br)c1 (stereo unspecified),-3,21,13,23,-7,-3,0,2,8,-0.3,4
COc1ccc(NC(=O)C2Cc3c(-c4ccc5c(c4)OCO5)ccnc3O2)cc1 (stereo unspecified),-8,4,-3,23,-40,0,·,36,·,-1.6,·
Clc1ccc(/C=N/Nc2nnc(-c3ncc[nH]3)c3ccccc23)cc1,-74,-174,-23,-55,-14,-61,-3,54*,1,-5.5,2
COCc1cc(C)nc(N2CCOCC2)c1C#N,-1,8,-4,-3,-14,-12,6,-1,-15,-0.5,0
CCN(CC)S(=O)(=O)c1cccc(C(=O)OCC(=O)NCc2ccccc2OC)c1,-16,5,-19,1,-9,16,9,-16,-5,0.0,-2
CCCC(C)NC(=O)c1cccc(Oc2ccccc2)c1 (stereo unspecified),-30,-178,-2,-139,-42,-2,-38,4,-17,0.1,-2
COc1ccc(CN2CCNC(=O)C2CC(=O)NCCc2nc(C)c(C)s2)c(OC)c1 (stereo unspecified),22,13,-3,-2,6,2,13,11,-4,-0.1,0
COc1ccccc1-c1nnc(SCC(=O)NCc2cccs2)n1N,3,9,19,18,-14,4,-4,5,-3,-1.2,2
COc1ccc(CCNC(=O)C2CCN(C(=O)c3ccc(Cl)cc3)CC2)cc1,18,9,12,18,7,0,3,3,6,-0.7,7
O=C1CN=CN=CN1c1ccc(Cl)cc1Cl,21,12,2,-13,-1,7,2,-10,-2,1.1,-2
Cc1ccnc(SCCn2c(N3CC(C)OC(C)C3)nc3c2c(=O)n(C)c(=O)n3C)n1 (stereo unspecified),-1,19,11,11,10,-10,1,-6,-8,-0.7,-2
CCOC(=O)C1=NNC2(CC(=O)N(c3cccc(C)c3)C2=O)C1 (stereo unspecified),-4,15,-6,8,0,-4,-9,22,4,-0.6,-1
O=C(c1ccc(S(=O)(=O)NCC2CCCO2)cc1)N1CCc2ccccc21 (stereo unspecified),-23,-1,5,16,26,-16,14,-10,5,-0.2,-1
CCCc1nnc(SCCSc2nnc(CCC)n2N)n1N,1,11,-9,-15,-7,10,2,-11,-38,-0.5,-1
Cc1ccc(NC(=O)COC(=O)[C@@H]2CCCN2C(=O)c2cccs2)cc1S(=O)(=O)N(C)C,-10,15,-17,13,21,17,3,14,-9,0.0,2
COc1cccc(/C=N/n2c(C3CCCCC3)n[nH]c2=S)c1,-18,7,-12,18,-14,60*,0,-17,1,0.1,-1
CCn1cc(CN2CCC(C(=O)Nc3cccc(-c4cccc(Cl)c4)c3)CC2)c(C)n1,20,12,-28,105*,-7,30,14,14,-5,0.4,1
CCOc1ccc(S(=O)(=O)NCc2csc(C)n2)cc1,15,7,6,1,-9,-12,-11,0,-8,3.4,0

Given as labelled records: entries from further up
> COC(=O)c1sc(S(=O)(=O)N2CCCCC2)c(C(=O)OC)c1C
  Shn3 inh set2: -5
  HIF-2a inh: 5
  KKLEB tox: -1
  Peg3 prom inh: 11
  NR2E3 ag-1: -35
  CF NFkB block: 4
  MITF TRPM1 inh: 3
  C8 TRAIL sens: -15
  LMP1 NFkB inh: 5
  iPSC survival up: -1.1
  NR2E3 ag-2: -3

> CC1=CC(=O)O[C@@H]1[C@@]1(C)C[C@H]2OC(=O)C[C@H]3[C@@H](C)C(=O)C(O)=C1[C@@]23CO
  Shn3 inh set2: -5
  HIF-2a inh: 2
  KKLEB tox: -12
  Peg3 prom inh: -5
  NR2E3 ag-1: -46
  CF NFkB block: -17
  MITF TRPM1 inh: -2
  C8 TRAIL sens: 7
  LMP1 NFkB inh: -13
  iPSC survival up: 1.7
  NR2E3 ag-2: -1
